From PubChem
M1AAP inhibition – malaria alanyl aminopeptidase activity blockers – biochemical, fluorogenic H-Leu-NHMec substrate, 1536-well (AID 1445) | 220,000 tested, 0.42% active | recombinant M1AAP, H-Leu-NHMec fluorogenic kinetic assay; higher % means a stronger effect | inhibition, % at 30 µM, or IC50 in µM where a hit was titrated;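 active = primary inhibition above the hit cutoff, then over 50% inhibition at one or more dose response concentrations, cut at about 23% in these data, passing the limit was not always enough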;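 also: plate controls were DMSO full reaction for no effect and no enzyme background for full effect; strong numbers were not always called active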
M17LAP inhibition – P. falciparum M17LAP inhibitors, primary screen, biochemical, fluorogenic H-Leu-NHMec substrate, 1536-well (AID 1619) | recombinant M17LAP, H-Leu-NHMec fluorogenic kinetic assay; higher % means a stronger effect | one-dose inhibition, % at 30 µM; IC50 in µM for titrated hits | 220,000 tested, 0.38% active;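 active = compound inhibiting the enzyme by more than half at any dose during confirmatory dose-response retesting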;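 also: plate controls were full reaction with DMSO carrier for no effect and no enzyme background for full effect; strong numbers were not always called active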
PMI inhibition – MPI inhibition at elevated mannose 6-phosphate – biochemical, fluorescence intensity, high mannose 6-phosphate, primary screen (AID 1220) | inhibition, % at 20 µM; hits with a dose series show IC50 in µM | 190,000 tested, 0.66% active | recombinant PMI enzyme, coupled fluorescence intensity; higher % means a stronger effect
XIAP antagonists – small molecules displacing peptide from XIAP – biochemical, IAP family, fluorescence polarization (AID 1018); XIAP BIR domain, fluorescence polarization peptide displacement; higher % means a stronger effect; displacement, % at 20 µM, or IC50 in µM where a hit was titrated; 200,000 tested, 0.007% active; in the data active = displacement above about 50%; also: a part of the inactive calls stands beside numbers as strong as those of hits
K1F lysis inhibition – inhibition of K1F phage lysis, E. coli UTI89, bacterial capsule biogenesis inhibitors, alamar blue (AID 488966). E. coli UTI89 K1F phage lysis, alamar blue, 2 h; higher % means a stronger effect. inhibition, % at 100 µM, or IC50 in µM where a hit was titrated. 340,000 tested, 0.02% active;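 active = phage lysis inhibition, versus mean bacterial control, above a set limit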;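 also: capsule biogenesis inhibitors block K1F phage lysis so surviving cells raise fluorescence; higher fluorescence means more inhibition of phage lysis; actives were called in the ten point dose series up to 300 µM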
TNAP activation fold – human TNAP enzyme activators, primary screen, biochemical, luminescent, no phosphate acceptor, uHTS (AID 1001); purified TNAP, luminescent activation assay, no phosphate acceptor; higher activation fold means a stronger effect; activation fold at 20 µM, or EC50 in µM where a hit was titrated; 200,000 tested, 0.03% active; in the data active = activation fold from about 3, or a potency from the dose series; inactive = the rest, 99 in 100 with activation fold below about 1.6; also: many of its hits are not listed in these tables
Hep lipid drop – hepatic lipid droplet formation modulation; AML12 mouse hepatocytes, oleate lipid droplets, BODIPY imaging; inhibition, % at 6.5 µM; 240,000 tested, 0.4% active;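 active = lipid droplet intensity inhibited by at least 50%, with more than 500 cells counted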
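material = mouse AML12 hepatocyte cell line, fixed after treatment | also added = 100 µM oleic acid challenge | doses = compound at 6.5 µM only | schedule = overnight exposure | technique = Image-based BODIPY and DAPI two-channel analysis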
SIAH1 antagonists – Siah-1 peptide-binding antagonists, primary screen, biochemical, fluorescence polarization, rhodamine-plectin, uHTS (AID 1817); Siah-1 / rhodamine-plectin peptide fluorescence polarization; higher % means a stronger effect; one-dose displacement, % at 20 µM; IC50 in µM for titrated hits; 290,000 tested, 0.02% active;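 active = displacement of at least 50% at 20 µM, with a fluorescence ratio check between 0.3 and a set limit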;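 also: plate controls were Siah plus tracer with DMSO for no effect and tracer alone without Siah for full effect; strong numbers were not always called active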
PMI inhibitors – inhibitors of human PMI, primary screen, biochemical, fluorescence intensity, coupled assay (AID 1209); purified PMI enzyme, coupled fluorescence intensity; higher % means a stronger effect; inhibition, % at 20 µM; hits with a dose series show IC50 in µM; 190,000 tested, 0.42% active;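 also: plate controls were DMSO vehicle for no effect and wells lacking substrate for full effect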
Hep lipid drop cells 6.5 µM – also measured in Hep lipid drop; calls as there; cell count; measured here: cell count, cytotoxicity flag;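 cells counted across two imaged fields per well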
Starred values were filed as active, the others as inactive; . = not tested or not shown; [ ] = dose if it differs, or a comment. Rule as the data show it, unless noted: active = inhibition above about 50%; inactive = the rest.

SMILES	M1AAP inhibition	M17LAP inhibition	PMI inhibition	XIAP antagonists	K1F lysis inhibition	TNAP activation fold	Hep lipid drop	Hep lipid drop cells 6.5 µM	SIAH1 antagonists	PMI inhibitors
Cc1cc(N/N=C2/CCCc3ccccc32)nc2ccccc12	2%	9%	10%	-6.5%	0.9%	1.2	-8	662	0%	11%
CCOc1ccc(C(=O)N2CCCN(C(=O)c3ccc(OCC)cc3)CC2)cc1	-3%	27%	2%	-5.3%	-0.1%	1.1	8	719	0%	2%
CCn1cc(SCC(=O)NCc2ccc3c(c2)OCO3)c2ccccc21	5%	5%	5%	0.0%	-1.1%	1.1	-1	606	7%	11%
Cc1cc(NS(=O)(=O)c2ccc(NC(=O)c3cc4ccccc4o3)cc2)nc(C)n1	-4%	41%	3%	0.4%	0.1%	1.1	-9	770	6%	6%
Cc1ccc(NC(=O)c2cccc3c2-c2ccccc2C3=O)cc1C	2%	11%	3%	-0.8%	0.0%	1.1	-5	760	4%	13%
CCOc1ccc(-n2c(=O)c3ccccc3c3ccccc3c2=O)cc1	4%	4%	.	.	0.5%	.	-1	715	12%	.
CCCCC(=O)N(CCOC)c1nnc(-c2cccnc2)s1	-4%	3%	-2%	-7.3%	-0.1%	1.1	-1	747	2%	-5%
O=C(NC(=S)Nn1cnc2c(cnn2-c2ccccc2)c1=O)c1ccc(Oc2ccccc2)cc1	1%	7%	3%	-4.5%	0.2%	1	18	650	-2%	-9%
COc1ccc(-n2nc([N+](=O)[O-])c(=NCc3cccnc3)n2O)cc1	1%	2%	7%	-2.9%	-0.3%	1.1	-3	620	8%	14%
COc1ccc(CNC(=O)COC(=O)/C=C/c2cccc(Br)c2)cc1	7%	1%	6%	-8.5%	-0.6%	1.1	-6	629	1%	0%
O=C(N/N=C/c1cccs1)c1ccccn1	6%	31%	-7%	-2.7%	3.6%	1	.	.	0%	-1%
COc1ccc(NC(=S)N(Cc2ccc(C(=O)O)cc2)Cc2ccc(OC)c(OC)c2)cc1	13%	20%	-4%	-9.0%	-0.4%	1.1	5	657	3%	-7%
CC(=O)n1cc(Nc2ccccc2C(=O)O)c2ccccc21	1%	-42%	-4%	-3.7%	2.5%	1.2	.	.	9%	-12%
Cc1[nH]c(=O)c(C#N)cc1-c1ccncc1	3%	11%	3%	-3.2%	-0.6%	1.1	35	673	0%	0%
Cc1csc(NC(=O)COCC(=O)O)c1-c1nc2ccccc2s1	17µM*	35µM*	.	.	.	.	2	858	22%	.
CN1C(=O)/C(=C/c2cn(CC(=O)NCc3ccco3)c3ccccc23)NC1=S	-1%	-4%	-87%	-4.8%	.	0.7	-24	658	-2%	-52%
CCOc1cc(/C=C2\C(=O)N(c3cccc(C(F)(F)F)c3)C(=O)c3ccccc32)ccc1O	21%	4%	8%	-0.2%	1.5%	0.7	-2	652	1%	-10%
O=C(C1CCCC1)N1CCN=C1SCc1cccc([N+](=O)[O-])c1	6%	-2%	-5%	-3.4%	0.0%	1.1	2	708	-2%	0%
Cc1ccc(S(=O)(=O)NNC(=S)NCCc2ccccc2)cc1	5%	-7%	.	.	0.5%	.	-18	716	5%	.
Cc1c(N=C2C=C(Br)C(=O)C(Br)=C2)c(=O)n(-c2ccccc2)n1C	17%	42%	.	-2.6%	-3.3%	0.8	-1	713	76%	64%*
Cc1ccc(CNC(=O)CN(C)S(=O)(=O)c2cccc3nsnc23)cc1	4%	-1%	9%	2.7%	0.3%	1	0	686	2%	12%
O=C(CSc1nnnn1C1CCCCC1)Nc1ccccc1N1CCOCC1	4%	-1%	.	-1.8%	-0.3%	1	-2	696	-3%	.
Cc1ccc(-n2ncc3c(SCc4ccccn4)ncnc32)c(C)c1	-5%	1%	11%	-1.4%	7.5%	1.1	-5	672	0%	5%
C=CCCC(=O)Nc1nc(C)c(-c2csc(Nc3cccc(OC)c3)n2)s1	1%	5%	18%	-6.9%	-0.1%	1.1	.	.	3%	4%
CCCCC(=O)NC(=S)Nc1cc(C(=O)O)ccc1OC	5%	0%	4%	-8.2%	-0.8%	1	-1	675	0%	-3%
More entries.
SMILES	M1AAP inhibition	M17LAP inhibition	PMI inhibition	XIAP antagonists	K1F lysis inhibition	TNAP activation fold	Hep lipid drop	Hep lipid drop cells 6.5 µM	SIAH1 antagonists	PMI inhibitors
CC1(C)CC(=O)C=C(NNC(=O)OC(C)(C)C)C1	-2%	0%	9%	-5.8%	-0.1%	1.1	4	703	-4%	2%
CCc1nnc(NC(=O)c2nc3nccc(C)n3n2)s1	-4%	10%	-6%	-0.7%	-4.1%	1	.	.	0%	-4%
Cn1c(O)c(C=Nc2ccc(N3CCOCC3)cc2)c(=O)n(C)c1=S	4%	1%	21%	-8.6%	0.0%	1.1	8	762	11%	3%
COc1ccc(CCNC(=O)c2ccc3ccccc3n2)cc1OC	-1%	-8%	-4%	-3.5%	-0.8%	1	2	652	2%	-2%
CC(C)c1ccc(NC(=S)Nc2ccc3[nH]c(=O)[nH]c3c2)cc1	4%	1%	.	.	1.5%[50 µM]	.	10	741	-5%	.
O=C(c1ccc(Cl)nc1)N1CCC(Cc2ccccc2)CC1	-2%	2%	.	.	-0.7%[50 µM]	.	0	665	1%	.
Cc1ccc(-n2nc(C(=O)O)cc2-c2ccccc2)cc1	5%	29%	8%	-1.9%	8.0%	1.1	0	714	4%	6%
Cc1nc2cc(-c3sccc3-n3cccc3)nn2c(C)c1C	5%	0%	11%	-4.7%	0.7%	1.1	.	.	-1%	10%
CC(NC(=O)C1(c2cccs2)CCOCC1)c1ccccc1 (stereo not given)	1%	-4%	-13%	-3.8%	2.3%[50 µM]	1	23	682	2%	6%
O=C(COc1ccccc1)Nc1ccccc1NS(=O)(=O)c1cccs1	-4%	1%	13%	-1.2%	-0.4%	1.1	0	589	-4%	5%
COc1cc(OC)cc(C(=O)N[C@H](C(=O)OCC(=O)c2ccc3c(c2)NC(=O)CO3)C(C)C)c1	4%	-19%	6%	-0.4%	-0.7%	1.1	12	730	5%	13%
CC(C)(C)c1ccc(N2C(=O)CSC2c2cccnc2)cc1 (stereo not given)	-2%	-4%	.	.	-1.0%	.	0	726	-5%	.
CC1=C(C(=O)c2ccccc2)C(c2cccc([N+](=O)[O-])c2)NC(=S)N1 (stereo not given)	6%	-2%	35%	-8.1%	0.2%	1	6	679	12%	22%
O=C1Nc2ccccc2C(O)(C(=O)NC2CC2)N1c1ccc(Cl)c(Cl)c1 (stereo not given)	15%	9%	-5%	-6.6%	0.1%	1.1	-24	696	-1%	3%
O=C(NNC(=O)C1CC1c1ccccc1)Nc1cccc(Cl)c1 (stereo not given)	5%	-3%	8%	-2.5%	1.3%	1.1	.	.	5%	4%
COc1ccc(-c2nc3n(c2C)CCC3)cc1	9%	-4%	.	.	-0.7%	.	-40	531	2%	.
N#CC(C(=O)NC1CCCCC1)c1nc2ccccc2nc1N1CCN(c2ccccc2F)CC1 (stereo not given)	-2%	5%	-2%	-5.4%	8.2%	1	-3	710	5%	0%
COC(=O)Cc1c(C)nc2nc[nH]n2c1=O	10%	1%	-20%	-9.9%	0.5%	0.9	16	623	-2%	-15%
CC(C)N(C(=O)c1ccc(-c2ccccc2F)cc1)C(C)C	-3%	-5%	.	.	.	.	-6	619	-6%	.
CCn1c(-c2ccc(-c3ccccc3)cc2)c[nH]c1=S	9%	-4%	-15%	-2.0%	0.2%	0.8	7	720	-4%	-2%
O=C(NCc1ccc2c(c1)OCO2)c1nnc(Cc2ccc(F)cc2)o1	0%	16%	-6%	-6.1%	0.1%	1	-2	731	-3%	-2%
CCN(CC)C(=O)CSc1nc2ncc(Br)cc2[nH]1	1%	8%	6%	-0.3%	0.5%	0.6	.	.	-4%	3%
COc1ccc(CNC(=O)COC(=O)c2cc(-c3ccc(Cl)s3)nc3ccccc23)cc1	5%	-6%	1%	-5.2%	0.2%	1	-3	786	-4%	10%
CCOC(=O)/C(C#N)=C\c1ccc(OCC(=O)Nc2ccc(C)cc2C)c(OC)c1	6%	7%	2%	-4.6%	4.1%	1.1	.	.	0%	0%
Cc1cc(NC(=O)Nc2cccs2)no1	6%	13%	3%	0.3%	-5.5%	1.1	0	761	2%	2%

Eight neighbouring compounds from above:
SMILES	M1AAP inhibition	M17LAP inhibition	PMI inhibition	XIAP antagonists	K1F lysis inhibition	TNAP activation fold	Hep lipid drop	Hep lipid drop cells 6.5 µM	SIAH1 antagonists	PMI inhibitors
O=C(COc1ccccc1)Nc1ccccc1NS(=O)(=O)c1cccs1	-4%	1%	13%	-1.2%	-0.4%	1.1	0	589	-4%	5%
COc1cc(OC)cc(C(=O)N[C@H](C(=O)OCC(=O)c2ccc3c(c2)NC(=O)CO3)C(C)C)c1	4%	-19%	6%	-0.4%	-0.7%	1.1	12	730	5%	13%
CC(C)(C)c1ccc(N2C(=O)CSC2c2cccnc2)cc1 (stereo not given)	-2%	-4%	.	.	-1.0%	.	0	726	-5%	.
CC1=C(C(=O)c2ccccc2)C(c2cccc([N+](=O)[O-])c2)NC(=S)N1 (stereo not given)	6%	-2%	35%	-8.1%	0.2%	1	6	679	12%	22%
O=C1Nc2ccccc2C(O)(C(=O)NC2CC2)N1c1ccc(Cl)c(Cl)c1 (stereo not given)	15%	9%	-5%	-6.6%	0.1%	1.1	-24	696	-1%	3%
O=C(NNC(=O)C1CC1c1ccccc1)Nc1cccc(Cl)c1 (stereo not given)	5%	-3%	8%	-2.5%	1.3%	1.1	.	.	5%	4%
COc1ccc(-c2nc3n(c2C)CCC3)cc1	9%	-4%	.	.	-0.7%	.	-40	531	2%	.
N#CC(C(=O)NC1CCCCC1)c1nc2ccccc2nc1N1CCN(c2ccccc2F)CC1 (stereo not given)	-2%	5%	-2%	-5.4%	8.2%	1	-3	710	5%	0%

The results go on:
SMILES	M1AAP inhibition	M17LAP inhibition	PMI inhibition	XIAP antagonists	K1F lysis inhibition	TNAP activation fold	Hep lipid drop	Hep lipid drop cells 6.5 µM	SIAH1 antagonists	PMI inhibitors
NC(=O)C1CCN(C(=O)c2ccc3nc(N4CCCCC4)sc3c2)CC1	-3%	4%	.	.	1.5%[50 µM]	.	-4	701	4%	.
C=CCn1c(=NC(=O)c2cc(Cl)sc2Cl)sc2cc(S(N)(=O)=O)ccc21	3%	18%	-8%	-0.5%	-0.1%	1.1	-6	414	8%	12%
CCN(CC)CCCNc1nc(-n2nc(C)cc2C)nc2sc3c(c12)CC(C)(C)OC3	7%	-5%	.	.	0.0%	.	9	692	0%	.
Cc1cccc(N2C(=O)CSC23CCCCC3)c1	-3%	11%	1%	-4.2%	0.4%	1.1	2	703	0%	2%
COc1ccc(C(=O)CSc2nnc(-c3cccnc3)n2Cc2ccco2)cc1	8%	12%	-8%	-4.3%	0.1%	1.1	.	.	-1%	-12%
Cc1cccc(-c2nc3c(c(=O)c4ccccc4n3C)c(=O)n2-c2ccccc2)c1	-1%	22%	.	.	0.5%	.	-1	656	-6%	.
